# Source: PubChem BioAssay (several laboratories)
# Insulin prom inh: inhibitors of insulin promoter-driven GFP, primary screen, imaging, TRM-6 cells (human fetal islet line), eGFP reporter, cell count; AID 1273, 2008; 130,000 compounds, 0.9% hits; inhibition, % at 2 µM; reporter expression induced with tamoxifen;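 active means inhibition above the mean plus 3 SD, with well images judged a real hit on visual review, cut at about 60% in these data, passing the limit was not always enough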
# SDO1 yeast rescue: growth rescue of sdo1-depleted yeast, primary screen, S. cerevisiae, bone marrow failure model | z-score at 10 µM | S. cerevisiae sdo1-depleted JHY4D growth rescue, OD600 30 h; active compounds read high; pdr5 snq2 efflux-pump mutant strain | AID 817, 2007 | 140,000 compounds, 0.21% hits;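 active means z-score above 3 at both the 24 hr and the 30 hr optical density reads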;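 further: z-score against mean and SD of all compound wells on the same plate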
# SDO1 yeast rescue Rescue 24 h: recorded beside SDO1 yeast rescue, whose call it bears; z-score; S. cerevisiae sdo1-depleted JHY4D growth rescue, OD600; measured here: growth rescue at 24 h;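 0 is the plate mean of compound wells and units are plate SD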
# * marks the source's active call; other numbers are inactive results; · = not tested or not shown; [ ] = another dose, or the depositor's remark.
smiles | Insulin prom inh | SDO1 yeast rescue | SDO1 yeast rescue Rescue 24 h
Cn1c(N)c(C(=O)COC(=O)c2ccc(Cl)c(S(=O)(=O)N3CCCCC3)c2)c(=O)n(C)c1=O | 10 | 0.96 | 1.7
Cc1ccc(-c2noc(CSc3nnnn3C3CCCCC3)n2)cc1 | · | -0.56 | 1.1
Cc1ccc2c(c1)N(CC(=O)NCc1cccs1)C(=O)CO2 | 3 | 0.61 | 0.36
CNC(=S)NNC(=O)Cn1ccc(C)n1 | 0 | -0.22 | 0.17
CCOC(=O)CCc1c(C)c(C#N)c2nc3ccccc3n2c1-n1cnc2ccccc21 | -11 | -0.12 | -0.42
C=CCNc1nnc(SC2CC(=O)N(c3ccc(OCCC)cc3)C2=O)s1 (stereo not given) | 40 | 0.14 | 0.82
O=C(CCCSc1nc2ccccc2[nH]1)NCc1ccco1 | 13 | 0.14 | -1
Cc1cc(C)cc(NC(=O)C2CCCC2)c1 | · | -0.04 | -1
O=C(Nc1ccccc1Cl)N1CCn2c(nc3ccccc32)C1 | 17 | 0.36 | 0.2
COC(=O)c1cn(NC(=O)C2CCCO2)c(=O)c2ccccc12 (stereo not given) | -3 | 0.19 | 0.24
CC(C)(C)c1cc(N/C=C\c2nnnn2-c2ccc(Br)cc2)no1 | -6 | -0.89 | -0.13
O=C(COc1ccc(F)cc1)Nc1ccc(-n2cnnn2)cc1 | 3 | -0.18 | 0.23
O=C(NCc1ccc2c(c1)OCO2)c1cc([N+](=O)[O-])ccc1N1CCCCC1 | -144 | -0.27 | -0.7
COc1cccc(C2[C@H](C)C3(CCN2C)OCCO3)c1 (stereo not given in full) | 15 | 0.87 | -0.31
CCN(CC)CCNC(=O)Cc1c(C(=O)O)n(C)c2ccccc12 | · | 0.37 | -0.27
COc1ccc(Cc2[nH]n3c(=O)cc(C(C)C)nc3c2-c2ccccc2)cc1 | -49 | · | ·
Cc1ccc2c(c1)N=C(c1ccc(Cl)cc1)CO2 | -379 | 0.29 | 0.27
Cc1nc2sc(C(c3cccc(F)c3)N3CCC(C)CC3)c(O)n2n1 (stereo not given) | -140 | 0.17 | -0.41
Nc1cccc(C(=O)Nc2ccccc2Cl)c1 | 25 | 0.74 | 0.36
COc1cc(NC(=O)CC(C)C)ccc1NC(=O)c1ccco1 | 0 | · | ·
Cc1c(NC(=O)C23CC4CC(CC(C)(C4)C2)C3)c(=O)n(-c2ccccc2)n1C | 19 | 1.7 | 1.7
Cc1ccc(S(=O)(=O)NCCC(=O)Nc2ccc(Cl)c(Cl)c2)cc1C | · | -2.4 | -1.9
CN(C)CCOC(=O)C12CC3(C)CC(C)(CC(C)(C3)C1)C2 | -93 | -0.35 | 0.01
Cc1noc(C)c1CN1C(=O)NC2(CCCCCCC2)C1=O | 4 | 1 | 0.81
O=C(NCCN1C(=O)S/C(=C\c2ccccc2F)C1=O)C1CCN(S(=O)(=O)c2cccs2)CC1 | -45 | 0.59 | 0.4
O=C(Cn1cc(C(=O)c2cccs2)c2ccccc21)NCC1CCCO1 (stereo not given) | -36 | 0.05 | 0.13
COc1ccc(C2c3c(oc4ccc(Cl)cc4c3=O)C(=O)N2Cc2ccco2)cc1OC (stereo not given) | · | -0.92 | 0.19
C=CCn1c(NCc2ccccc2)nc2ccccc21 | · | 0.23 | -0.32
N#Cc1cn(OCc2ccccc2)c(=O)[nH]c1=O | 25 | 1.8 | 1.2
O=C(NCc1cccs1)c1ccc(CS(=O)(=O)c2ccc(Cl)cc2)o1 | -37 | -0.02 | -0.27
CC(C)CC(NC(N)=O)C(=O)NCCc1ccc(Cl)cc1 (stereo not given) | -43 | · | ·
OC(COCc1ccc2c(c1)OCO2)CN1CCCCC1 (stereo not given) | 29 | · | ·
Cc1ccc2nc(-c3ccco3)c(Nc3ccccc3)n2c1 | 0 | 0.63 | -0.29
CCOC(=O)N1CCN(C(=O)CCl)CC1 | 16 | · | ·
CCOc1ccc(S(=O)(=O)NC(C)(C)C)cc1-c1nc2c(C(C)(C)C)nn(C)c2c(=O)[nH]1 | -17 | -0.62 | -1.1
CSc1nc(O)c(C(c2cccc([N+](=O)[O-])c2)c2c(O)nc(SC)[nH]c2=O)c(=O)[nH]1 | -50 | · | ·
O=C(Nc1ccc2c(c1)Cc1ccccc1-2)c1cc2ccccc2o1 | -19 | · | ·
Nc1nc(SCC(=O)N2CCCc3ccccc32)n(-c2ccccc2)n1 | · | 0.24 | -0.45
CCOC(=O)C1=C(C)NC(C)=C(C(=O)OCC)C1C(=O)OCC(=O)N1CCC(C)CC1 | -9 | 2 | 1.1
O=C(Nc1ccc2c(c1)OCCO2)c1cc(-c2ccccc2)nc2ccccc12 | 6 | 0.03 | 0.66
COc1ccc(Cl)cc1/C=C(\C#N)C(N)=O | 21 | · | ·
COc1cccc(-n2c(COc3ccc(C)cc3)nnc2SCC(=O)O)c1 | -56 | 0.43 | 0.16
COc1ccc(C)cc1S(=O)(=O)Nc1ccc(F)c(Cl)c1 | -24 | -0.78 | -0.37
O=C(c1ccco1)N1CCN(c2ncnc3c2cnn3-c2ccccc2)CC1 | · | -0.27 | -0.79
O=C(CNc1ccc2ccccc2c1)N/N=C/c1ccc(OC(=O)/C=C/c2ccco2)cc1 | -75 | -1.3 | -0.62
NC(=O)/C(=N\O)c1ccccc1 | · | 0.53 | 0.06
Cc1onc(-c2ccccc2Cl)c1C(=O)N1C=CC(C(F)(F)F)=NCC1 | -44 | -0.3 | -0.76
CC(NC(=O)CC1Sc2ccccc2NC1=O)c1ccccc1 (stereo not given) | 44 | · | ·
COCCNCCOc1ccccc1-c1ccccc1 | -47 | 1.6 | 1.8
CCc1ncc(C(=O)c2ccc(OC)cc2)n1C | · | -0.26 | -0.38
CCN(C(=O)COc1ncnc2scc(-c3ccc(F)cc3)c12)C1CCS(=O)(=O)C1 (stereo not given) | -114 | 0.99 | 0.88
CN(CC(=O)N1CCc2ccccc21)S(=O)(=O)c1ccc(Br)s1 | -12 | -2.2 | -1.9
O=c1[nH]c2ccsc2c(=O)n1-c1ccc(F)c(Cl)c1 | · | 1.3 | 1.6
CCOC(=O)N1CCN(C(=O)COc2ccccc2Cl)CC1 | 26 | 1.2 | 1.7
C=CCn1c(SCc2csc(C)n2)nc2sc3c(c2c1=O)CCCC3 | 71* | -1.4 | -1.4
CCCn1nnnc1SCC(=O)NCc1ccc(OC)cc1 | 19 | 0.64 | 2
CC(C)C(=O)Nc1cccc(-c2cnc3ccccc3n2)c1 | -32 | -0.52 | -0.19
CCc1ccc(NC(=O)N(C2CCC(C)CC2)C2CCN(C(C)=O)CC2)cc1 (stereo not given) | · | -0.03 | -0.14
O=C(COC(=O)c1cc2c(s1)CCCC2)Nc1ccc(Cl)cn1 | · | 0.42 | 0.18
Cc1ccc(NC(=O)CCC(=O)NNC(=O)C(c2ccccc2)c2ccccc2)c(C)c1 | -38 | 0.52 | 0.33

# (cont.)
smiles | Insulin prom inh | SDO1 yeast rescue | SDO1 yeast rescue Rescue 24 h
Cc1nc2nc(SCC(=O)O)nn2c(C)c1Cc1ccccc1Cl | 43 | · | ·
CC1CCN(C(=O)CN2C(=O)C(C)(C)Oc3ccc(C(=O)NC4CCCC4)cc32)CC1 | -31 | -0.55 | -1.1
CN1CCN(S(=O)(=O)c2ccc(N(C)CC(=O)Nc3ccc(F)cc3)nc2)CC1 | · | -0.24[9 µM] | -0.85
O=C(NCc1ccco1)C(c1ccccc1)N(Cc1cccnc1)C(=O)Cn1nnc2ccccc21 (stereo not given) | · | 0.58 | -0.39
COc1cc(OC)c(OC)cc1C=NCC1(c2ccccc2)CCCC1 | · | 0.5 | 0.67
CCOc1ccc(/C=C2\SC(N3CCc4ccccc4C3)=NC2=O)cc1 | 6 | -1.7 | -1.6
O=C(COc1ccccc1F)NCc1nc2ccccc2[nH]1 | 0 | · | ·
CCCCn1nc(C(=O)NC2=NCCS2)c2ccccc2c1=O | 33 | -0.26 | -0.04
COC(=O)/C(=C\C(=O)c1ccccc1)Nc1cccc(C(F)(F)F)c1 | · | -0.26 | -0.11
N#Cc1cn(-c2ccccc2)nc1-c1ccc2c(c1)OCCO2 | 7 | 0.29 | 2.3
CNc1c([N+](=O)[O-])cnn1-c1ccc(Cl)cc1Cl | · | 1.9 | 1.6
CSc1ccccc1NC(=O)Nc1ccc(F)c(Cl)c1 | -28 | -1.8 | 0.07
C=CCn1c(SCC(=O)Nc2cccc(C(=O)OC)c2)nnc1C(C)NC(=O)c1cccs1 (stereo not given) | -40 | 0.88 | 0.89
Cc1ccc(C(=O)Nc2cc([N+](=O)[O-])ccc2C)cc1 | -7 | · | ·
COC(=O)C1=C(C)NC2=C(C(=O)CC(C)(C)C2)C1c1cccc(C)n1 (stereo not given) | 10 | 1.5 | 1.6
CCn1cc(CNC(=O)c2cc(Cl)ccc2OC)c(C)n1 | 58 | 1.6 | 2.1
CC(C)N(C(=O)CSc1nnc(NC(=O)C2CCC2)s1)C(C)C | -4 | 0.33 | 0.39
CCOc1ccc(N2CC(C(=O)Nc3ncccc3C)CC2=O)cc1 (stereo not given) | 22 | -0.45 | -0.14
O=S(=O)(c1cccc(-c2nc3ccccc3s2)c1)N1CCOCC1 | 48 | -0.96 | -1.2
O=C(NCCCn1ccnc1)c1cc(S(=O)(=O)N2CCOCC2)c(Cl)cc1Cl | -4 | 0.35 | 0.26
N#Cc1ccccc1NC(=O)c1ccc2c(Cl)c3c(nc2c1)CCCC3 | · | -1.5 | -1.2
CCC(=O)N1CCc2cc(Br)cc(S(=O)(=O)NCC3CCCN3CC)c21 (stereo not given) | -16 | 1.7 | 3.8
C[C@@H]1C(=O)O[C@@H]2[C@H](O)C34[C@H]5C[C@@H](C(C)(C)C)C36[C@H](OC(=O)[C@@H]6O)OC4(C(=O)O5)[C@@]12O (stereo not given in full) | -70 | 0.05 | -0.06
Cc1cc(-n2c(C)cc(C(=O)CN3C(=O)NC4(CCCC4)C3=O)c2C)no1 | · | -0.42 | -0.68
O=C(/C(=C(\[O-])c1ccccc1)[n+]1ccc2ccccc2c1)c1ccc(Cl)cc1 | 23 | -0.49 | -0.64
O=C(Nc1ccccc1-c1nc2ccccc2s1)C1=COCCO1 | 4 | 0.87 | 1.9
CC(C)(C)c1ccc(/C=C/C(=O)NC2CCS(=O)(=O)C2)cc1 (stereo not given) | -23 | · | ·
CC(C)c1ccccc1NC(=O)COC(=O)c1c2c(nc3ccccc13)CCN(Cc1ccccc1)C2 | 10 | -2.1 | -1.7
Nc1cccc(Cl)c1N1CCOCC1 | 30 | 0.91 | 0.36
COc1cc(/C=N/NC(=O)c2c(-c3ccccc3)noc2C)ccc1O | 20 | -0.15 | -1.2
CCC(=O)Nc1ccc(S(=O)(=O)N2CCOCC2)cc1 | -471 | -0.31 | -0.09
N#Cc1c2c(c(-n3cnc4ccccc43)n3c1nc1ccccc13)CCC2 | 20 | -0.98 | 0.61
Cc1ccc(SCC(=O)NC(=O)NCCC(C)C)c(C)c1 | -27 | · | ·
O=C(NCc1cn2ccccc2n1)c1ccc2c(c1)OCO2 | 42 | 1.6 | 0.66
Cc1ccc(SCc2cc(=O)[nH]c(Nc3nc(C)c4ccccc4n3)n2)cc1 | 32 | -1.3 | -1.2
O=C(CCC1CCCC1)N1CCN(S(=O)(=O)Cc2ccccc2)CC1 | · | -0.04 | -0.01
CCOc1ccccc1-n1c(=S)sc2c(=O)n(-c3ccccc3)c(=S)[nH]c21 | 28 | · | ·
CC1(CC(=O)O)C(=O)N=C2C=CC=CN21 (stereo not given) | 54 | 0.54 | -0.29
O=C(c1cc(-c2ccccc2)on1)N1CCCC1 | 34 | 0.42 | 0.35
N#CC1=C2SCN(c3ccccc3)CN2C(=O)CC1c1cccs1 (stereo not given) | · | 1 | 0.74

# Some of the entries above, reformatted:
Insulin prom inh | SDO1 yeast rescue | SDO1 yeast rescue Rescue 24 h | structure
21 | · | · | COc1ccc(Cl)cc1/C=C(\C#N)C(N)=O
-3 | 0.19 | 0.24 | COC(=O)c1cn(NC(=O)C2CCCO2)c(=O)c2ccccc12 (stereo not given)
3 | 0.61 | 0.36 | Cc1ccc2c(c1)N(CC(=O)NCc1cccs1)C(=O)CO2
71* | -1.4 | -1.4 | C=CCn1c(SCc2csc(C)n2)nc2sc3c(c2c1=O)CCCC3
-6 | -0.89 | -0.13 | CC(C)(C)c1cc(N/C=C\c2nnnn2-c2ccc(Br)cc2)no1

# (listing goes on)
smiles | Insulin prom inh | SDO1 yeast rescue | SDO1 yeast rescue Rescue 24 h
O=C(NCCCN1CCOCC1)c1cc(-c2ccccc2)on1 | 0 | 0.74 | -0.09
O=c1cc(-c2ccccc2Cl)oc2ccc([N+](=O)[O-])c(O)c12 | 35 | -1.5 | -1.1
COc1ccc(CCNC(=O)C2CCN(c3nccc(C)n3)CC2)cc1 | 32 | · | ·
CCCCn1c(CN2CCOCC2)nc2c1c(=O)n(C)c(=O)n2C | 40 | · | ·
CCNC(=S)NNC(=O)c1cc(-c2ccccc2C)nc2ccccc12 | · | 0.81 | 1.3
O=C(COc1ccc(Br)cc1CO)Nc1ccccc1F | -39 | -0.34 | 0.96
O=C(CCN1CCOCC1)Nc1cccc(Br)c1 | · | -0.19 | -0.6
CCOC(=O)c1cc(-c2cccnc2)nn1-c1ccccn1 | 12 | 1.3 | 1
CCC(O)CNc1nc(SC)nc2sc3c(c12)CCN(C)C3 (stereo not given) | · | 0.07[12.6 µM] | -0.57
O=S(=O)(c1ccc(Br)cc1)c1cnc2ccccc2n1 | 23 | · | ·
CN(Cc1ccccc1)C(=O)C1CCN(S(C)(=O)=O)CC1 | -27 | · | ·
COC(=O)c1ccc(NC(=O)C2CCN(C(=O)c3cc(OC)c(OC)c(OC)c3)CC2)cc1 | 6 | 0.94 | 0.69
CCCN(CCC)S(=O)(=O)c1ccc(C(=O)Nc2nc(-c3ccccc3)c(C(=O)OCC)s2)cc1 | · | -0.02 | 0.55
CCOC(=O)N1CCN(C(=O)c2ccccc2NC(C)=O)CC1 | -4 | · | ·

# Rows are unselected; overall some 0.94% were active at least once.
